PMI activator: activators of human phosphomannose isomerase. purified human PMI, coupled resazurin fluorescence, 20 min; stronger effect = higher value; 1 = vehicle control, 0 substrate-free wells. activation factor at 20 µM. actives 0.005% (n = 190,000). AID 1214;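 active means activation factor of 2 or more at 20 µM, relative to plate controls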
Target sequence (P34949 whole entry, looked up): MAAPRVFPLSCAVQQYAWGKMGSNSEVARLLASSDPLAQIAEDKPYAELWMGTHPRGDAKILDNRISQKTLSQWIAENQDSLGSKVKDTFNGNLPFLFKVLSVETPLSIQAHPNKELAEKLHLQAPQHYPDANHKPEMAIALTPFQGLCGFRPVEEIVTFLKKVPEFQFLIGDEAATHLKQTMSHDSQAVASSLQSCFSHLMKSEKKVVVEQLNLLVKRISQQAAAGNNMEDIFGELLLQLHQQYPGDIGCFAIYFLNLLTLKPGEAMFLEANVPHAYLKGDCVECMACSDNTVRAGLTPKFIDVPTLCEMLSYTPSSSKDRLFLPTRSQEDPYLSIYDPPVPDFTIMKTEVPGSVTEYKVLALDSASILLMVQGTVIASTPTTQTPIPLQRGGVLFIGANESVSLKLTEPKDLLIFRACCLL
FLuc act counter: firefly luciferase counter-screen for stimulation assays; activation factor at 10 µM; ATPlite luciferase biochemical, luminescence, 10 min; 0 = ATP-free wells, 1 = DMSO control; P08659; 200,000 tested, under 10 active; AID 1027;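 active means luciferase activation factor, scaled between plate controls, of at least 2 with compound at 10 µM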
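Material: Luciferase/luciferin reagent mix | Doses: Test compounds dosed from 2 mM stocks in 100% DMSO | Timing: 10 min incubation after luciferase reagent addition, room temperature | Measured by: Luminescence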
bIAP act: intestinal alkaline phosphatase (bovine) activation | purified bovine IAP, CDP-star luminescence, 30 min; stronger effect = higher value; fold of DMSO-control signal, blank-subtracted | activation factor at 20 µM | actives 0.17% (n = 200,000);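 active means activation factor of 2 or more at 20 µM, a signal rise over negative controls twice the positive control's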
FLuc inh counter: Photinus pyralis luciferase inhibition counter-screen. P08659. actives 1.5% (n = 200,000). inhibition, % at 10 µM. ATPLite firefly luciferase biochemical luminescence, 10 min;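 active means inhibition above about 50% when tested at 10 µM, limit read from the data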
APP 5'UTR act: activates APP 5'UTR luciferase reporter. SH-SY5Y APP 5'UTR luciferase reporter, luminescence; zero percent = DMSO vehicle wells. activation, % at 2 µM. actives 1% (n = 190,000). AID 1276;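 active means activation above a set limit, based on mean plus 3 SD of controls, cut at about 140% in these data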; further: values of inactives mirror those of a sister screen read the other way
TNAP act hi DEA: increases human TNAP activity under high phosphate acceptor concentration. purified TNAP, CDP-star luminescence, 1 M DEA, 30 min; stronger effect = higher value; 0 = EDTA background, 1 = DMSO-only activity. AID 1136. P05186. activation factor at 20 µM. 200,000 tested, under 10 active;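 active means activation factor at least 2 at 20 µM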
Target sequence (P05186 whole entry, looked up): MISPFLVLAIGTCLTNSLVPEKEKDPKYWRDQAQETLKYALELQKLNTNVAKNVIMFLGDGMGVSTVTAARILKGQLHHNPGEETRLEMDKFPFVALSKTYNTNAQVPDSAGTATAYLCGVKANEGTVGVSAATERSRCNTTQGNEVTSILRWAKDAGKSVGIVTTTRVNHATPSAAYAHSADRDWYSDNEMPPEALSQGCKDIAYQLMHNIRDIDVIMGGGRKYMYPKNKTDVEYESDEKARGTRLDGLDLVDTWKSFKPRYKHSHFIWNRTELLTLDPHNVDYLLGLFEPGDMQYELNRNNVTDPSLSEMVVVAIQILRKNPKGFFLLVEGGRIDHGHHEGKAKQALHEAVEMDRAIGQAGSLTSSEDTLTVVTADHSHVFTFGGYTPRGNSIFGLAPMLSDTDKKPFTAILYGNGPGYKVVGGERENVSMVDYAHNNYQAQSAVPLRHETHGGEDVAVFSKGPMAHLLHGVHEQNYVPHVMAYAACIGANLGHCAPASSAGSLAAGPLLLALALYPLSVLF
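Dosing: 20 µM single point. System: human TNAP. Amount: TNAP 1/800 final. Incubation: 30 min, room temperature. Read-out: TNAP activation factor scaled between EDTA and DMSO control wells. Signal: luminescence from CDP-star hydrolysis. Medium: 1 M DEA, pH 9.8, Mg2+, Zn2+. Control set: EDTA negative control, DMSO positive control.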
NF-kB expr up: raises NF-kB expression in human neuronal cells; fold change at 12.5 µM; NF-kB reporter expression; stronger effect = higher value; actives 1.6% (n = 190,000); in the data active means fold change above about 3.3
TNAP inh no acc: inhibitors of human TNAP without phosphate acceptor. purified TNAP, CDP-star luminescence, 30 min. inhibition, % at 20 µM. actives 0.26% (n = 200,000). AID 1012;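 active means tissue-nonspecific alkaline phosphatase inhibition above about 50% at 20 µM in the single-dose screen, limit read from the data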;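 further: 0% = DMSO negative control and 100% = EDTA positive control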
TNAP inh hiacc: inhibitors of human TNAP at high phosphate acceptor concentration | P05186 | purified TNAP, CDP-star luminescence, 1 M DEA | inhibition, % at 20 µM | actives 0.03% (n = 200,000) | AID 1135;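 active means over 50% inhibition of tissue-nonspecific alkaline phosphatase at 20 µM in the single-dose screen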;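 further: plate controls were DMSO wells for no effect and EDTA-quenched wells as full inhibition for full effect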
PMI act hi M6P: PMI (human) activation, high substrate. P34949. activation factor at 20 µM. actives 0.34% (n = 190,000). AID 1216. coupled PMI enzyme assay, resazurin fluorescence, 20 min; stronger effect = higher value; 1 = untreated enzyme, 0 = substrate-free blank;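 active means activation factor of 2 or more at 20 µM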
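Material: human phosphomannose isomerase with PGI, G6PDH, diaphorase coupling enzymes; amount: PMI at 15 ng/mL final; also added: Mannose-6-phosphate 1.0 mM (near-saturating) plus 0.22 mM NADP+; incubation: enzyme reaction with compound 20 min at room temperature; signal: resorufin fluorescence (Ex 544/Em 590 nm) from resazurin via diaphorase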
Numbers without * were called inactive; nt = no result given.

SMILES | PMI activator | FLuc act counter | bIAP act | FLuc inh counter | APP 5'UTR act | TNAP act hi DEA | NF-kB expr up | TNAP inh no acc | TNAP inh hiacc | PMI act hi M6P
Clc1ccc(Br)cc1-c1nc(-c2ccncc2)no1 | 0.9 | 1 | 0.8 | -1 | 4 | 1 | 1.2 | -10 | -2 | 0.9
CCC(=O)Nc1c(-c2ccc(OC)cc2)c(=O)c2ccccc2n1C | 0.9 | 1 | 0.9 | -3 | 0 | 1.1 | 1.3 | -12 | -6 | 0.9
CC(=O)N1CCc2cc(S(=O)(=O)NC(CC(C)C)C(=O)Nc3cc(C(=O)O)ccc3C)ccc21 (configuration not stated) | 0.9 | 1.1 | 1 | -6 | -2 | 1 | 1.3 | -13 | -4 | 0.9
Clc1ccc(OCCN2CCCCC2)c(Cl)c1 | 1 | 1 | 0.9 | -5 | -12 | 1 | 1.2 | -17 | -5 | 1.1
O=C(Nc1ccc(Cl)c(Cl)c1)OCc1cncs1 | 0.9 | 1 | 0.8 | -3 | -4 | 1 | 1.5 | -8 | -2 | 0.9
CC1Cc2ccccc2N1C(=O)c1cc2sccc2n1Cc1ccccc1 (configuration not stated) | 1 | 1.1 | 0.7 | -5 | -2 | 1.1 | 0.85 | 0 | -11 | 1
CN(CC(CC(=O)O)c1ccccc1)S(=O)(=O)c1ccc(Br)cc1 (configuration not stated) | 1.1 | 1.1 | 1 | -9 | -3 | 1 | 0.93 | 1 | -4 | 1.1
CC(C)CC(=O)N1CCC(O)(CS(=O)(=O)c2ccc(Cl)c(Cl)c2)CC1 | 1.2 | 1.1 | 1.2 | -6 | 6 | 1 | 0.99 | -7 | 1 | 1
Cc1ccc2oc3c(c(=O)c2c1)C(c1cccc(O)c1)N(c1ccccn1)C3=O (configuration not stated) | 0.9 | 1 | 0.9 | -5 | 4 | 1 | 0.93 | -18 | -5 | 0.9
O=C(CSc1nc2ccccc2c(=O)n1CCCN1CCOCC1)c1c[nH]c2ccccc12 | 0.9 | 1.1 | 0.8 | -6 | -1 | 1.1 | 0.4 | -12 | -7 | 1
CCOC(=O)NC(=O)/C(C#N)=C\Nc1sccc1C(=O)OC | 1 | 1 | 0.9 | -4 | 5 | 1 | 1.2 | -1 | 0 | 1
CC(C)(C)n1nnnc1CN1CCN2CCCC2C1 (configuration not stated) | 0.9 | 1 | 1 | -5 | 10 | 1 | 1 | 4 | 1 | 0.9
CC(NC(=O)COC(=O)c1ccc2c(c1)S(=O)(=O)N=C1CCCCCN12)C12CC3CC(CC(C3)C1)C2 (configuration not stated) | 1 | 1 | 1 | -1 | -28 | 1.1 | 0.79 | -9 | -6 | 1.1
O=C(CNC(=O)c1ccncc1)N/N=C/c1cc(Br)ccc1O | 1 | 1 | 1 | -3 | -4 | 1 | 0.62 | -4 | -2 | 1.2
CC(c1ccco1)N(C(=O)c1ccccc1NS(=O)(=O)c1ccc(Cl)c([N+](=O)[O-])c1)c1ccccn1 (configuration not stated) | 1.1 | 1 | 0.5 | -3 | -3 | 1.1 | 1.4 | -6 | -6 | 1

Quoted at random: 5 compounds from above, in no set order.
SMILES | PMI activator | FLuc act counter | bIAP act | FLuc inh counter | APP 5'UTR act | TNAP act hi DEA | NF-kB expr up | TNAP inh no acc | TNAP inh hiacc | PMI act hi M6P
Clc1ccc(Br)cc1-c1nc(-c2ccncc2)no1 | 0.9 | 1 | 0.8 | -1 | 4 | 1 | 1.2 | -10 | -2 | 0.9
CC1Cc2ccccc2N1C(=O)c1cc2sccc2n1Cc1ccccc1 (configuration not stated) | 1 | 1.1 | 0.7 | -5 | -2 | 1.1 | 0.85 | 0 | -11 | 1
CC(C)(C)n1nnnc1CN1CCN2CCCC2C1 (configuration not stated) | 0.9 | 1 | 1 | -5 | 10 | 1 | 1 | 4 | 1 | 0.9
CC(=O)N1CCc2cc(S(=O)(=O)NC(CC(C)C)C(=O)Nc3cc(C(=O)O)ccc3C)ccc21 (configuration not stated) | 0.9 | 1.1 | 1 | -6 | -2 | 1 | 1.3 | -13 | -4 | 0.9
Clc1ccc(OCCN2CCCCC2)c(Cl)c1 | 1 | 1 | 0.9 | -5 | -12 | 1 | 1.2 | -17 | -5 | 1.1

(cont.)
SMILES | PMI activator | FLuc act counter | bIAP act | FLuc inh counter | APP 5'UTR act | TNAP act hi DEA | NF-kB expr up | TNAP inh no acc | TNAP inh hiacc | PMI act hi M6P
N#CCSc1nnc(-c2ccccc2O)n1CCc1ccccc1 | 1 | 1 | 0.9 | 4 | 1 | 1 | 1.2 | -4 | 1 | 1
COc1ccc(NC(=O)C2=Cc3cccc(OC)c3OC2)cc1 | 0.8 | 0.4 | 0.9 | 55* | 78 | 1 | 1.7 | -2 | -1 | 0.8
Cn1c(Cn2cnc([N+](=O)[O-])n2)nnc1SCC(=O)Nc1ccc(Br)cc1 | 1 | 1 | 1 | -2 | 6 | 1 | 1.1 | -14 | -3 | 0.9
Nc1nc(=S)[nH]c2c1C1(CCCC1)Cc1ccccc1-2 | 1 | 1.1 | 0.8 | -6 | -4 | 1 | 1.3 | 13 | 2 | 1
Cc1ccc(NC(=O)CN2CCCC2)c2c1CC(C)(C)O2 | 0.9 | 1 | 1.1 | 0 | 2 | 1.1 | 0.91 | -2 | -5 | 0.9
COc1cccc(C(=O)c2c(C)c(CCC#N)n3ccccc23)c1OC | 1 | 1 | 1.1 | -4 | 22 | 1 | 1.2 | -7 | -4 | 0.9
CCOc1ccc(C(=O)CN2CCN(S(=O)(=O)c3ccc(OC)cc3)CC2)cc1 | 1.6 | 1.1 | 1 | -8 | 2 | 1.1 | 1 | -6 | -8 | 1.9
CCOc1c2ccc(C(=O)NCc3ccc(C(F)(F)F)cc3C(F)(F)F)cc2nn1C | 0.8 | 1 | 1 | 2 | -13 | 1 | 1.1 | 0 | -1 | 0.9
Cc1c(C(=O)OC(C)C)nnn1-c1nonc1N | 1 | 1 | 1.2 | 0 | 17 | 1 | 1.2 | -9 | -2 | 1.1
CC1Cc2ccccc2N1C(=O)CSc1nc(N)cc(=O)[nH]1 (configuration not stated) | 0.9 | 1 | 0.8 | -4 | nt | 1 | 1.1 | -4 | 1 | 0.9
CSc1nc(NCc2ccco2)c2c3c(sc2n1)CN(C)CC3 | 1.1 | 1.1 | 1 | -12 | 6 | 1 | 1 | -7 | -4 | 1
Cc1oc(-c2ccccc2)cc1C(=O)Nc1cccc2ccccc12 | 1 | 1 | 0.9 | -1 | -3 | 1.1 | 1.3 | -14 | -7 | 1
COc1ccc(-c2nnn(CC(=O)N3CCOCC3)n2)cc1 | 1.1 | 1 | 1 | 2 | -10 | 1 | 1.1 | -10 | 2 | 1
Cc1nn(CCCC(=O)N2CCN(c3ccc(F)cc3)CC2)c(C)c1[N+](=O)[O-] | 1 | 1.1 | 1 | -6 | -17 | 1 | 1.2 | -12 | -4 | 1.1
c1csc(-c2cnc3n2CCCC3)c1 | 1.1 | 1 | 0.9 | -3 | 22 | 1.1 | nt | -10 | -5 | 1.1
Cc1ccc(N2C(=O)CC(N3CCN(C)CC3)C2=O)cc1 (configuration not stated) | 0.9 | 1 | 1 | -4 | 2 | 1 | 1.4 | -10 | -5 | 0.9
CCCCc1n[nH]c(=S)n1Cc1ccc(C)cc1 | 0.9 | 1 | 1.2 | 1 | 13 | 1 | 1.2 | -47 | -3 | 0.9
CC(NC(=O)C(=O)NCC1CCCO1)c1ccccc1 (configuration not stated) | 1.1 | 1.1 | 1 | -6 | 37 | 1.1 | 1.1 | -14 | -5 | 1.1
O=C(Nc1ccccc1)NC1CCS(=O)(=O)C1 (configuration not stated) | 1 | 1 | 0.8 | -4 | -10 | 1 | 1.2 | -10 | -2 | 1
O=[N+]([O-])c1ccc(Cl)c2cccnc12 | 1.1 | 1 | 1 | 4 | 3 | 1 | 1.2 | -3 | -2 | 1.1
COC(=O)c1cc(Br)c(=O)n(-c2cccc(F)c2)c1 | 1 | 1.1 | 1 | -5 | 7 | 1 | 0.83 | -9 | -3 | 1
COc1ccc(N2CCN(CC(=O)N3N=CCC3c3ccccc3)CC2)cc1 (configuration not stated) | 1 | 1 | 0.9 | -4 | 19 | 1 | 1 | 7 | -4 | 0.9
CCOc1ccc(NC(=O)N2CCN(S(C)(=O)=O)CC2)cc1 | 0.9 | 1.1 | 1 | -6 | 19 | 1.1 | 1.1 | -7 | -7 | 0.9
CC1=NOC2(C1)N(C)c1ccccc1C2(C)C (configuration not stated) | 1.1 | 0.9 | 0.9 | 6 | -2 | 1 | 1.1 | 15 | 1 | 0.9
CCOc1cccc(C(=O)Nc2cccnc2)c1 | 1.1 | 1 | 0.9 | 0 | 5 | 1 | 1.1 | -13 | -4 | 1.1
O=C(OCc1cc(Cl)ccc1OC(F)F)c1cccnc1 | 1.1 | 1 | 1 | -4 | -23 | 1 | 1 | -11 | -1 | 0.9
COc1ccc(OC)c(C2C(C(C)=O)=C(O)C(=O)N2CCC(=O)O)c1 (configuration not stated) | 1 | 1.1 | 0.9 | -6 | -9 | 1 | 1.1 | -12 | -4 | 1
C=CCNC(=S)N1CCN(CCN=CC2=C(O)CC(c3cccs3)CC2=O)CC1 (configuration not stated) | 1.1 | 1 | 1.1 | -2 | -3 | 1.1 | 1.1 | -2 | -9 | 1.1
COc1ccc(/C=N/N=C(\N)c2nonc2N)cc1 | 1.1 | 0.5 | 1 | 52* | 191* | 1 | 9.4* | -8 | -1 | 1
Cc1sc(NC(=O)C(C)C)c(C(=O)Nc2ccccc2)c1C | 0.9 | 1 | 1 | -4 | 6 | 1 | 1.3 | -5 | -3 | 1
COc1ccc(OC)c(/C=N\NC(=O)c2ccc(=O)n(C)c2)c1 | 1 | 1.1 | 1.4 | -7 | -30 | 1 | 1.5 | -22 | -4 | 1
CC(C)OC(=O)C(C)Nc1n[nH]c(=S)[nH]c1=O (configuration not stated) | 1.3 | 1 | 1.1 | -4 | 4 | 1.1 | 1.2 | -17 | -7 | 1.3
OCC1(Cc2ccccc2)CCN(C2CCN(c3ccc(F)c(F)c3)CC2)CC1 | nt | 1.1 | 1 | -6 | -7 | 1 | 0.8 | -2 | 2 | nt
CN(C)c1ccc(NC(=O)Cn2c(=O)n(Cc3ccccc3)c(=O)c3ccccc32)cc1 | 1 | 1.1 | 0.9 | -8 | 4 | 1 | 1.2 | 2 | -3 | 0.9
COc1cccc(CNC(=O)C2CCN(S(=O)(=O)c3cccs3)CC2)c1 | 0.9 | 1 | 0.7 | 4 | -10 | 1 | 0.9 | -4 | 0 | 1
Cn1c(N)c(C(=O)COC(=O)CC2CC3CCC2C3)c(=O)n(C)c1=O (configuration not stated) | 1.2 | 1 | 1 | -3 | 12 | 1 | 0.81 | -17 | -2 | 1.1
Cc1cc(C)n(S(=O)(=O)/C=C/c2ccccc2)n1 | 0.9 | 1.1 | 0.9 | -7 | -17 | 1.1 | 0.96 | -8 | -6 | 0.9
CCOc1ccc(CNC(=O)CCc2cn(C)c3ccccc23)cc1OC | 1.1 | 1.1 | 1 | -7 | 11 | 1 | 0.99 | -13 | -2 | 1
COc1cc2c(cc1OC)CN(C(=O)c1ccco1)CC2 | 1.1 | 1.1 | 1 | -6 | -10 | 1.1 | 1.2 | -11 | -6 | 1

Screening data deposited in PubChem BioAssay by several laboratories.
